# Screens as filed in PubChem.
# Rab2 wt GTP = changes GTP binding to wildtype dog Rab2A, up or down. P61105. GST-Rab2 wt beads, Bodipy-GTP binding, flow cytometry. GTP binding activity, % at 10 µM. 190,000 tested, 0.19% active. AID 760;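 active means GTP binding activity at least 20 points away from 100%, either lowered or raised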;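 further: 0% = beads with excess unlabeled GTP and 100% = no-compound control corrected for plate trend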
# ABCG2 inh = human ABCG2 inhibition, ABCB1 as counter-screen. AID 1325. IgMXP3 cells, JC-1 efflux, flow cytometry. Q9UNQ0. inhibition, % at 6.6 µM. 190,000 tested, 0.1% active;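 active means inhibition above 80%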;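 further: 0% = DMSO and 100% = nicardipine control wells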
#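 System: two drug-resistant human cell lines, ABCG2 and ABCB1; controls: nicardipine high and DMSO low controls; times: 10 min exposure at 25 °C with rotation, no wash; detection: flow cytometry of retained JC-1 fluorescence; read-out basis: percent efflux inhibition, scaled nicardipine 100% to DMSO 0%; doses: one concentration, 6.6 µM final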
# Rac1 mut GTP = modulators of GTP binding to human Rac1 activated mutant; GST-Rac1 activated beads, fluorescent GTP binding, flow cytometry; actives lie on both sides; 100% means binding = to untreated wells; percent activity (GTP binding), % at 10 µM; 190,000 tested, 0.11% active;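 active means GTP binding at least 20 percentage points away from the 100% baseline, in either direction, so actives lie on both sides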
# HRas wt GTP = human HRas wildtype GTP binding, change in either direction | GST-Ras wt beads, Bodipy-FL-GTP binding, flow cytometry; actives lie on both sides | GTP binding activity, % at 10 µM | P01112 | 190,000 tested, 0.14% active;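 active means GTP binding activity at least 20% away from the 100% baseline, either lowered as inhibitor or raised as activator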;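 further: 0% = unlabeled GTP competition control and 100% = no-compound control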
# Target sequence (P01112 whole entry, looked up): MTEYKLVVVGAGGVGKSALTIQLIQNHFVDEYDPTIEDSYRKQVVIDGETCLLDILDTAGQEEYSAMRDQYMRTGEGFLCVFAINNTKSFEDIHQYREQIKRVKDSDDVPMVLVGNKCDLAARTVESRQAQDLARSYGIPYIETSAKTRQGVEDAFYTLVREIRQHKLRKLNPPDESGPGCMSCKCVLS
# ABCB1 block = inhibitors of human ABCB1 transporter, ABCG2 counter-screen. P08183. CCRF-Adr cells, JC-1 efflux, flow cytometry. inhibition, % at 6.6 µM. 190,000 tested, 0.067% active. AID 1326; in the data active means inhibition above about 40%;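 further: 0% = vehicle and 100% = reference inhibitor; higher value means more JC-1 retained so stronger ABCB1 efflux block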
# Rac1 wt GTP bind = human Rac1 wildtype GTP binding, inhibitors and activators; P63000; GST-Rac1 beads, fluorescent GTP binding, flow cytometry; actives lie on both sides; 0 = cold GTP competed, 100 = untreated; GTP binding activity (% of control), % at 10 µM; 190,000 tested, 0.27% active; AID 757;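 active means GTP binding activity at least 20 points away from the 100% control level, either lower or higher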
# Rab7 wt GTP bind = alters GTP binding to wildtype dog Rab7 | GST-Rab7 beads, fluorescent GTP binding, flow cytometry; actives lie on both sides; untreated = 100%, excess cold GTP = 0% | 190,000 tested, 0.055% active | GTP binding activity (percent of control), % at 10 µM;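 active means fluorescent GTP binding to Rab7 beads changed by at least 20 points from the 100% baseline, either direction, mostly lower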;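 further: median green fluorescence of bound Bodipy-FL-GTP per Rab7 bead population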
# Mcl1 Noxa PPI = Mcl-1/Noxa interaction inhibition. Q07820. TR-FRET Mcl-1/Noxa peptide binding, 2 h. inhibition, % at 21.7 µM. AID 1022. 220,000 tested, 1.5% active;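 active means compounds that cut the protein-peptide binding signal by more than 50% relative to plate controls in a single-dose test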;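 further: His-tagged Mcl-1 with rhodamine Noxa BH3 peptide and terbium anti-His antibody; 0% = Mcl-1 plus Noxa peptide wells and 100% = peptide-only wells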
# Target sequence (Q07820 whole entry, looked up): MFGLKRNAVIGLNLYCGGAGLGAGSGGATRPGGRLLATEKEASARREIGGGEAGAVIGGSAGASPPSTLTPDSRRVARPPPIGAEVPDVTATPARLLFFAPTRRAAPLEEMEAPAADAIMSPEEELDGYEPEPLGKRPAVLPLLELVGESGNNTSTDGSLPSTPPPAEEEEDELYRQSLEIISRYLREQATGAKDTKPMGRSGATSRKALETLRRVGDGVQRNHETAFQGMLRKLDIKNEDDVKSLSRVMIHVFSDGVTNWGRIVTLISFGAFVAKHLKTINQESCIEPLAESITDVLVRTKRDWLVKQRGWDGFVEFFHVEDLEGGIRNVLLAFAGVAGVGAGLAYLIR
# Pf gamet viab = kills late stage P. falciparum gametocytes; P. falciparum stage V gametocytes, ATP luminescence, 24 h; inhibition, % at 10.9 µM; 150,000 tested, 0.065% active;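 active means inhibition above the mean plus 3 SD of compounds within the control limits, set per campaign, cut at about 38% in these data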;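 further: 0% = DMSO wells and 100% = medium only without gametocytes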
# Cdc42 wt GTP = changes GTP binding to wildtype human Cdc42 | P60953 | GST-Cdc42 beads, Bodipy-GTP binding, flow cytometry; actives lie on both sides | percent activity (GTP binding), % at 10 µM | 190,000 tested, 0.2% active | AID 761;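 active means percent activity GTP binding at least 20 points away from the 100% baseline, either down as inhibitor or up as activator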;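 further: median bead fluorescence of bound Bodipy-FL-GTP at 100 nM; 0% = excess unlabeled GTP control and 100% = no compound control; below 100% means less GTP binding so inhibitor and above means activator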
# Target sequence (P60953 whole entry, looked up): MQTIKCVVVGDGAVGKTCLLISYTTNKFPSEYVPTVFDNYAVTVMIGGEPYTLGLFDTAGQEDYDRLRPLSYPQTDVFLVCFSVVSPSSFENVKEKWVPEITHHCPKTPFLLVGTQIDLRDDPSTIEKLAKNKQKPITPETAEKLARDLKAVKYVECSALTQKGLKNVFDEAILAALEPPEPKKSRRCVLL
# Avidin fluor = compound fluoresces at 488/530 nm on avidin beads | compound fluorescence 488/530 nm, flow cytometry; stronger effect = higher value | fluorescence (KMESF) at 10 µM | 220,000 tested, 0.38% active | AID 1775; in the data active means fluorescence above about 47; further: inactives centre near 10
# Numbers without * were called inactive; . = not tested or not shown.
SMILES,Rab2 wt GTP,ABCG2 inh,Rac1 mut GTP,HRas wt GTP,ABCB1 block,Rac1 wt GTP bind,Rab7 wt GTP bind,Mcl1 Noxa PPI,Pf gamet viab,Cdc42 wt GTP,Avidin fluor
O=C1c2ccccc2C(=O)N1CCCc1nc2ccccc2c(=O)n1-c1cccnc1,96,-18,99,98,-0.7,102,99,5,-22,99,7
Cc1nnc(NC(=O)CSc2nc3c(c(=O)n(C)c(=O)n3C)n2C(C)C)s1,96,21,94,96,3.3,94,102,11,.,94,5
CCN1CCCC1CNC(=O)C1CCN(C(=O)c2cc3sccc3n2Cc2ccc(F)cc2)CC1 (stereo unspecified),102,11,101,100,-2.0,104,98,7,13,100,9
O=C(NCc1ccccn1)C1CCN(S(=O)(=O)N2CCCCC2)CC1,97,2,97,99,0.4,98,95,-4,.,101,10
CCN1/C(=C2\OC(=S)N(C)C2=O)Sc2ccccc21,101,46,98,101,0.1,100,101,35,-16,100,7
Cc1ccc(Cl)cc1N1CCN(S(C)(=O)=O)CC1,98,1,98,98,0.2,98,96,-4,11,96,38
CCOC(=O)c1sc2nc(SCC(=O)N(CC)CC)n(CCCN3CCCC3=O)c(=O)c2c1C,99,4,97,98,6.0,103,96,3,-1,94,9
CN(C)C(=O)c1cc([N+](=O)[O-])cc([N+](=O)[O-])c1N(C)C,101,0,101,102,0.0,105,103,6,.,104,7
O=C(O)CNC(=O)c1ccc(N2CCOCC2)cc1[N+](=O)[O-],101,2,94,99,0.7,98,105,12,.,103,20
COc1ccc(C(=O)OCCc2ccc(O)cc2)cc1,97,0,99,99,0.4,102,97,-13,8,99,10
CN(c1ccc(O)cc1)c1nc(-c2ccccc2)cs1,98,36,96,101,0.1,101,104,20,-20,99,16
COc1ccc(Cl)cc1N(CC(=O)Nc1ccc2c(c1)OCCO2)S(C)(=O)=O,97,3,97,96,0.7,96,97,-6,-7,98,17
Cc1nn(-c2ccc(F)cc2)c(C)c1CN1CCN(CCC(C)C)C(CCO)C1 (stereo unspecified),99,5,96,99,1.3,102,105,-4,9,97,1
COc1ccc(-c2nnn(CC(=O)Nc3sc4c(c3C#N)CCCC4)n2)cc1,98,0,96,97,0.0,99,101,2,1,97,9
Cn1c(=O)cc(OCCCC(=O)Nc2ccc3c(c2)OCCO3)c2ccccc21,97,3,95,100,0.4,100,103,14,29,100,24
COc1ccc(C)c2sc(NNC(=O)COc3ccccc3)nc12,96,5,97,95,0.2,98,97,21,.,94,10
CC(C)c1ccc(C2C(C#N)=C(N)N3C(=C2C#N)Sc2ccccc23)cc1 (stereo unspecified),101,0,96,103,0.0,101,103,6,.,104,32
CN(c1cccc(NC(=O)CN(c2ccc(F)cc2)S(C)(=O)=O)c1)S(C)(=O)=O,99,-1,94,98,-0.1,96,94,-2,.,92,6
CC(C)[C@H](N)c1nnc(SCC(=O)c2ccc(Cl)cc2)o1,99,2,101,101,0.4,106,100,10,.,103,21
Nc1nc(SC2c3cccc4cccc(c34)C2NS(=O)(=O)c2ccccc2)n[nH]1 (stereo unspecified),101,-4,100,101,-0.8,103,99,16,7,100,12
O=C(COC(=O)c1ccc(Cl)c(S(=O)(=O)N2CCCCC2)c1)NCc1ccco1,100,5,101,101,-0.1,105,105,15,.,101,9
Cc1ccc(-n2c(-c3cccnc3)n[nH]c2=S)c(C)c1,99,8,97,99,2.5,105,99,10,12,100,17
Cc1nnsc1NC(=O)OCC(C)C,93,1,96,98,0.2,101,101,-8,-37,102,23
COc1ccc(-n2nnc3c(SCC(=O)Nc4ccccc4F)ncnc32)cc1,98,0,102,96,-0.1,96,99,-7,7,100,8
CCCS(=O)(=O)c1nc(S(=O)(=O)c2ccc(C)cc2)c(N2CCc3ccccc3C2)s1,102,0,100,99,0.2,102,99,-33,7,97,8
CC(NC(=O)NCC1CCCO1)(C(F)(F)F)C(F)(F)F (stereo unspecified),98,1,99,99,0.6,101,95,13,12,101,10
C=CCN(CC=C)c1cnn(-c2nc3ccccc3[nH]2)c(=O)c1Cl,102,5,101,103,1.0,109,99,17,.,105,8
CC(C)(C)OC(=O)C1C(=O)CC(C)(O)C(C(=O)OC(C)(C)C)C1c1ccco1 (stereo unspecified),96,1,98,99,0.5,99,96,17,.,95,6
CCOc1ccc(-c2nc(=S)[nH][nH]2)cc1,96,1,96,97,-0.1,98,97,18,-11,97,5
CC(=O)Nc1ccccc1NC(=O)c1ccc(C)c(C)c1,97,3,95,97,-0.4,95,96,5,12,98,9

# A run of entries from further up:
SMILES,Rab2 wt GTP,ABCG2 inh,Rac1 mut GTP,HRas wt GTP,ABCB1 block,Rac1 wt GTP bind,Rab7 wt GTP bind,Mcl1 Noxa PPI,Pf gamet viab,Cdc42 wt GTP,Avidin fluor
COc1ccc(Cl)cc1N(CC(=O)Nc1ccc2c(c1)OCCO2)S(C)(=O)=O,97,3,97,96,0.7,96,97,-6,-7,98,17
Cc1nn(-c2ccc(F)cc2)c(C)c1CN1CCN(CCC(C)C)C(CCO)C1 (stereo unspecified),99,5,96,99,1.3,102,105,-4,9,97,1
COc1ccc(-c2nnn(CC(=O)Nc3sc4c(c3C#N)CCCC4)n2)cc1,98,0,96,97,0.0,99,101,2,1,97,9
Cn1c(=O)cc(OCCCC(=O)Nc2ccc3c(c2)OCCO3)c2ccccc21,97,3,95,100,0.4,100,103,14,29,100,24
COc1ccc(C)c2sc(NNC(=O)COc3ccccc3)nc12,96,5,97,95,0.2,98,97,21,.,94,10
CC(C)c1ccc(C2C(C#N)=C(N)N3C(=C2C#N)Sc2ccccc23)cc1 (stereo unspecified),101,0,96,103,0.0,101,103,6,.,104,32
CN(c1cccc(NC(=O)CN(c2ccc(F)cc2)S(C)(=O)=O)c1)S(C)(=O)=O,99,-1,94,98,-0.1,96,94,-2,.,92,6
CC(C)[C@H](N)c1nnc(SCC(=O)c2ccc(Cl)cc2)o1,99,2,101,101,0.4,106,100,10,.,103,21
Nc1nc(SC2c3cccc4cccc(c34)C2NS(=O)(=O)c2ccccc2)n[nH]1 (stereo unspecified),101,-4,100,101,-0.8,103,99,16,7,100,12
O=C(COC(=O)c1ccc(Cl)c(S(=O)(=O)N2CCCCC2)c1)NCc1ccco1,100,5,101,101,-0.1,105,105,15,.,101,9
Cc1ccc(-n2c(-c3cccnc3)n[nH]c2=S)c(C)c1,99,8,97,99,2.5,105,99,10,12,100,17
Cc1nnsc1NC(=O)OCC(C)C,93,1,96,98,0.2,101,101,-8,-37,102,23
COc1ccc(-n2nnc3c(SCC(=O)Nc4ccccc4F)ncnc32)cc1,98,0,102,96,-0.1,96,99,-7,7,100,8
CCCS(=O)(=O)c1nc(S(=O)(=O)c2ccc(C)cc2)c(N2CCc3ccccc3C2)s1,102,0,100,99,0.2,102,99,-33,7,97,8
CC(NC(=O)NCC1CCCO1)(C(F)(F)F)C(F)(F)F (stereo unspecified),98,1,99,99,0.6,101,95,13,12,101,10
C=CCN(CC=C)c1cnn(-c2nc3ccccc3[nH]2)c(=O)c1Cl,102,5,101,103,1.0,109,99,17,.,105,8

# Continuation:
SMILES,Rab2 wt GTP,ABCG2 inh,Rac1 mut GTP,HRas wt GTP,ABCB1 block,Rac1 wt GTP bind,Rab7 wt GTP bind,Mcl1 Noxa PPI,Pf gamet viab,Cdc42 wt GTP,Avidin fluor
O=C1NC(=S)N/C1=C/c1cccc([N+](=O)[O-])c1O,98,7,96,100,1.0,101,97,12,.,99,17
CS(=O)(=O)N1CCN(c2ccc([N+](=O)[O-])c(NCCN3CCOCC3)c2)CC1,105,3,101,104,0.2,102,102,23,-10,104,7
CCCCNC(=O)c1c[nH]c2ccc(S(=O)(=O)Nc3ccc(OCC)cc3)cc2c1=O,100,-2,100,100,-0.6,102,102,-11,.,102,22
O=C(O)C(O)c1ccco1 (stereo unspecified),98,5,98,99,1.2,103,97,67*,.,102,1
COc1ccc(N(C)S(=O)(=O)c2cccc(C(=O)OC(C(=O)Nc3cc(C)cc(C)c3)c3ccccc3)c2)cc1 (stereo unspecified),97,2,101,99,0.5,105,99,3,-14,100,11
COC(=O)c1cn(-c2ccccc2)nc1C(=O)OC,108,5,102,107,0.7,108,103,4,-9,106,5
CCC(=O)Nc1nnc(SCC(=O)c2ccc3c(c2)Cc2ccccc2-3)s1,102,0,97,101,-0.1,101,104,-80,13,99,19
N#CC1=C(N)Oc2cc(Nc3ccccc3)ccc2C1c1ccncc1 (stereo unspecified),104,7,99,102,1.7,106,107,11,.,101,26
Cc1ccc2nc(S(=O)(=O)O)[nH]c2c1,104,2,100,104,0.7,107,101,15,2,103,22
N#Cc1c(N)c(C(=O)c2ccc(Br)cc2)n2c1CCC2,102,31,98,102,0.2,106,99,3,-10,102,12
O=C(NCCc1ccccc1)c1n[nH]c2ccccc12,98,8,96,99,0.3,100,103,7,.,96,6
Brc1cccc(-c2cnco2)c1,97,3,96,97,0.3,101,96,12,.,98,3
CCSc1nnnn1-c1ccccc1,100,0,97,103,-0.1,104,105,-1,.,98,12
COc1cccc(CN2CC(O)=C(c3nc(-c4ccc(Cl)cc4)cs3)C2=N)c1,103,13,98,103,-1.2,105,107,19,.,103,14
O=C(Nc1ccc2nc(-c3ccco3)c(-c3ccco3)nc2c1)N1CCN(c2ccccn2)CC1,90,-2,94,91,-0.1,93,101,64*,4,91,1
O=C(CSCc1c(Cl)cccc1Cl)NN1C(=O)c2ccccc2C1=O,98,1,97,96,0.2,100,98,12,.,97,11
CC1(C(=O)c2ccccc2)C2c3c(ccc4ccccc34)OC(=O)C21C(=O)N1CCOCC1 (stereo unspecified),99,1,100,101,0.4,103,97,18,.,101,11
COc1cccc(C(=O)n2cnnc2N)c1OC,95,0,93,97,-0.1,98,99,8,.,97,9
CCOC(=O)CNC(=O)CSc1nc(-c2ccc(C)cc2)ns1,97,1,96,99,-0.2,99,106,-3,7,93,25
C=CCN1CCN(C(CC(C)C)c2nnnn2CCOC)CC1 (stereo unspecified),100,12,98,101,1.1,104,96,20,0,100,32
CCOC(=O)c1cc(NC(=O)C2C3CCC(O3)C2C(=O)O)cc(C(=O)OCC)c1 (stereo unspecified),100,2,98,100,0.4,103,102,15,.,99,21
COC(=O)COc1cccc(-n2cnnn2)c1,105,2,101,105,0.6,102,100,-7,-113,105,7
COc1cc2cc(CN(CCO)S(=O)(=O)c3ccccc3)c(=O)[nH]c2cc1OC,103,1,101,102,0.1,107,102,2,13,102,7

# This is a random part of the collection. About 2.3% of those tested had a hit in this group.
